From PubChem BioAssay
PP5 inh: PP5 (human) phosphatase inhibition; P53041; 0.18% of 320,000 active; inhibition, % at 6.7 µM; AID 1987; purified PP5c, OMFP substrate fluorescence;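 active = inhibition above the campaign's mean inhibition across all tested compounds plus 3 SD, cut at about 9.5% in these data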;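 note: 0% = DMSO only and 100% = 100 µM cantharidin control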
Target sequence (P53041 whole entry, looked up): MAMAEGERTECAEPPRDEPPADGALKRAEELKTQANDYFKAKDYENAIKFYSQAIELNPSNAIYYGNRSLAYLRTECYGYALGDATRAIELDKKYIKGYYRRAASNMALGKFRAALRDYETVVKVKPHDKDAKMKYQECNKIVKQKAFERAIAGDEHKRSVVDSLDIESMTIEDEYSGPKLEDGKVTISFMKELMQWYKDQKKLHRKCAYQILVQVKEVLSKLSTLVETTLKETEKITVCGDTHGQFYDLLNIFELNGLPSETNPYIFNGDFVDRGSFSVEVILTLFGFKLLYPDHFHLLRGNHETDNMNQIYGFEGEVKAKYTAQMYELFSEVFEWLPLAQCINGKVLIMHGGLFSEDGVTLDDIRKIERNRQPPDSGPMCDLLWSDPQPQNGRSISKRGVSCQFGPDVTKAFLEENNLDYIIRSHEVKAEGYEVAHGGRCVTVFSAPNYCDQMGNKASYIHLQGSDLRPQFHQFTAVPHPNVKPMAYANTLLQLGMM
PAFAH2 FP inh: inhibitors of human PAFAH2; recombinant PAFAH2, FP-rhodamine activity probe, fluorescence polarization; AID 492956; 0.99% of 340,000 active; inhibition, % at 3.39 µM; Q99487;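 active = inhibition above the mean over all tested compounds plus 3 SD, cut at about 30% in these data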;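 note: inhibitors block probe labeling of enzyme so polarization drops; 0% = enzyme with DMSO and 100% = wells lacking PAFAH2 protein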
Fh CTSL1 inh: counter-screen for PFM18AAP inhibitors: inhibitors of F. hepatica cathepsin L1. inhibition, % at 5.96 µM. AID 1906. recombinant F. hepatica cathepsin L1, Z-Leu-Arg-MCA fluorescence. 0.49% of 300,000 active;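 active = inhibition above the mean of all tested compounds plus 3 SD, set per screening campaign, cut at about 17% in these data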;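 note: 0% = plate median of test compound wells and 100% = 1 µM Z-Phe-Ala-diazomethylketone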
PP1 counter: blocks human PP1-alpha phosphatase, a PP5 counter-screen | P62136 | purified PP1alpha, OMFP fluorescence | inhibition, % at 6.7 µM | 0.9% of 320,000 active | AID 2235;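 active = inhibition above the mean inhibition of all tested compounds plus 3 SD, computed separately for each screening campaign, cut at about 15% in these data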
HCV core dimer: blocks dimerization of HCV core protein. TR-FRET GST/Flag-core106 dimerization, 1536-well. inhibition, % at 5 µM. 0.33% of 300,000 active. AID 1899;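 active = inhibition above the mean of all tested compounds plus 3 SD, set per screening campaign, cut at about 45% in these data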
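Assay system: GST-tagged and Flag-tagged HCV core protein residues 1-106 / Times: compound-protein-antibody incubation 4 h at 22.5 °C / Signal: time-resolved FRET, ex 340 nm, em 617 and 671 nm / Evaluation: % inhibition based on acceptor/donor emission ratio / Benchmarks: wells lacking GST-core106 and wells with excess unlabelled core106 / Repeats: singlicate, one well per compound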
proCasp3 act: procaspase-3 (human) activation; P42574; recombinant procaspase-3 D3A, Ac-DEVD-pNA absorbance 405 nm; activation, % at 8.5 µM; 0.11% of 330,000 active; AID 463141;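 active = activation above the mean of all tested compounds plus 3 SD, cut at about 21% in these data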;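 note: 0% = DMSO alone and 100% = DMSO wells spiked with extra 5 µM PC-3 D3A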
Target sequence (P42574 whole entry D9A/D28A/D175A): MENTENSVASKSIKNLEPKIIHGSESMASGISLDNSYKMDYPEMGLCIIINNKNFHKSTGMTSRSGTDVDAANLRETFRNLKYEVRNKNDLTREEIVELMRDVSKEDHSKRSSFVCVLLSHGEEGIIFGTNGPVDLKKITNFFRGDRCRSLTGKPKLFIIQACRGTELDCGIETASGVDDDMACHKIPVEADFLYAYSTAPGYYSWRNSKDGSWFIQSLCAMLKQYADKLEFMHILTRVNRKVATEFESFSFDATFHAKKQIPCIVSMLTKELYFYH
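Evaluation: percent activation relative to control range; Material: Procaspase-3 D3A mutant, all three cleavage aspartates alanine; Compound: single dose, 8.5 µM nominal compound, 0.8% DMSO; Replication: one well per compound; Signal: absorbance at 405 nm, 0 and 120 min; Schedule: 1 h preincubation plus 2 h reaction at 25 °C.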
AHR activator: human AHR activation; AHR-responsive luciferase reporter cells, luminescence; AID 2796; activation, % at 5 µM; 2.5% of 320,000 active; P35869; in the data active = activation above about 47%;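 note: 0% = vehicle wells and 100% = reference agonist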
TPT1 inhibitor: inhibitors of Candida albicans tRNA 2'-phosphotransferase TPT1; recombinant caTPT1, FP RNA substrate dephosphorylation; inhibition, % at 5 µM; 0.81% of 300,000 active;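 active = inhibition above the mean of all tested compounds plus 3 SD, set per screening campaign, cut at about 24% in these data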;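 note: plate controls were DMSO alone for no effect and ferristatin control at 100 nM for full effect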
proCasp7 act: counter-screen: procaspase-7 (human) activation; P55210; recombinant procaspase-7, Ac-DEVD-pNA absorbance 405 nm; D23A/D198A/D206A triple mutant, cannot self-cleave; scale: DMSO 0, 5 µM enzyme 100; activation, % at 8.5 µM; 0.093% of 330,000 active; AID 463210;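 active = percent activation above the screen-wide mean plus 3 SD, cut at about 25% in these data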
Target sequence (P55210 whole entry D23A/D198A/D206A): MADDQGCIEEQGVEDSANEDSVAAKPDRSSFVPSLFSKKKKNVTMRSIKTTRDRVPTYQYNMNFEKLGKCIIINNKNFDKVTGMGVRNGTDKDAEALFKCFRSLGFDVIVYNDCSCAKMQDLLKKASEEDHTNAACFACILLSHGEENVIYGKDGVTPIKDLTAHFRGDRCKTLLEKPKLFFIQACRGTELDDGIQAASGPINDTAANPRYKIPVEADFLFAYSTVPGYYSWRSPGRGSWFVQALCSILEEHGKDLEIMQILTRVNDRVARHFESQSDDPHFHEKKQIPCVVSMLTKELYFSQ
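Material: Procaspase-7 triple mutant (PC-7 D3A) | Quantity: 2 µM procaspase-7 mutant as dispensed | Reagent: DEVD-pNA substrate | Times: 1 h preincubation, 2 h reaction | Technique: 405 nm absorbance of p-nitroaniline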
The depositor's hits bear a star; nt = not tested or not shown.

SMILES	PP5 inh	PAFAH2 FP inh	Fh CTSL1 inh	PP1 counter	HCV core dimer	proCasp3 act	AHR activator	TPT1 inhibitor	proCasp7 act
CCOC(=O)CC1CCCCN1Cc1cn[nH]c1-c1ccc(F)cc1F (stereo unspecified)	-0.8	7	-1	-2	-4	6	0	1	4
CCCS(=O)(=O)N1CCCC(C(=O)c2ccccc2OC)C1 (stereo unspecified)	0.1	3	-1	0	-4	0	2	-3	4
CCN1C(=O)c2ccc(C(=O)NCc3ccccc3)cc2C1=O	2.1	-7	-1	-3	-2	4	2	0	-4
COC(=O)c1cn(-c2ccccc2)nc1-c1ccc(OC)cc1	2.7	-9	-4	-2	3	0	-2	-1	5
CC(=O)NC12CC3CC(C1)CC(C(=O)N1CCN(C(=O)c4ccco4)CC1)(C3)C2	-1.1	-4	nt	-3	nt	2	-1	nt	7
Cn1c(=O)[nH]c(=O)c2c1nc(N/N=C/C(Br)=C/c1ccccc1)n2CCO	0.8	4	9	-1	-3	-14	7	4	-21
CCOC(=O)C(CC)(CCC(=O)O)c1csc(Nc2ccc(C)cc2)n1 (stereo unspecified)	-1.3	4	-1	-5	0	2	2	-3	4
CCOC(=O)c1cnc(SCc2ccc(C(C)(C)C)cc2)nc1N	6.2	-6	-1	-4	4	3	0	-3	1
COc1ccc(OCCCC(=O)Nc2ccc(S(=O)(=O)N3CCOCC3)cc2)cc1	3.0	0	nt	-3	nt	2	0	nt	9
CC1(C)CC(NC(=O)CCC2CCCC2)CC(C)(C)N1	-0.8	6	-1	-2	-7	7	3	-8	7

The last 4 records of the section above come first, to join the parts:
SMILES	PP5 inh	PAFAH2 FP inh	Fh CTSL1 inh	PP1 counter	HCV core dimer	proCasp3 act	AHR activator	TPT1 inhibitor	proCasp7 act
CCOC(=O)C(CC)(CCC(=O)O)c1csc(Nc2ccc(C)cc2)n1 (stereo unspecified)	-1.3	4	-1	-5	0	2	2	-3	4
CCOC(=O)c1cnc(SCc2ccc(C(C)(C)C)cc2)nc1N	6.2	-6	-1	-4	4	3	0	-3	1
COc1ccc(OCCCC(=O)Nc2ccc(S(=O)(=O)N3CCOCC3)cc2)cc1	3.0	0	nt	-3	nt	2	0	nt	9
CC1(C)CC(NC(=O)CCC2CCCC2)CC(C)(C)N1	-0.8	6	-1	-2	-7	7	3	-8	7
CCN(C(=O)CN1C(=O)c2ccccc2S1(=O)=O)C1CCCCC1	-1.9	-4	-1	-3	0	8	-2	-3	5
COc1cccc(CNCc2ccc(SC)cc2)c1OC	2.8	-5	0	-4	1	-10	-2	-3	5
CCOc1ccc(NC(=O)N2CCC(c3ccc(C)cc3)C2)cc1 (stereo unspecified)	1.9	-1	0	-1	1	-2	-1	4	1
CC(C)CC(=O)N1CCN(Cc2ccccc2Br)CC1	3.3	12	-1	3	-10	4	-8	-2	-5
CCOC(=O)c1csc(NC(=O)CSc2nnnn2-c2ccc(OC)cc2)n1	-0.7	-2	-3	2	4	3	1	-5	13
CC1=C(C)CC(C(=O)NNC(=O)c2csc3c2CCC(C(C)(C)C)C3)C(C(=O)O)C1 (stereo unspecified)	-0.1	-4	5	0	10	4	0	-6	-8
CCN(CC(=O)NC(=O)Nc1ccccc1F)Cc1ccccc1	-3.3	1	-1	-1	1	7	-8	-4	-3
COc1ccc(N2CCN(CCNC(=O)Nc3ccc(Cl)cc3)CC2)cc1	2.1	0	-6	0	-7	11	-2	0	-1
O=C(NCc1ccccc1C(F)(F)F)C1CCC(=O)N(C2CCCCCC2)C1 (stereo unspecified)	1.6	5	-1	-1	3	0	5	-2	-4
CCN1CCc2c(C#N)c(N3CCOCC3)nc(NCCO)c2C1	-9.1	-1	12	1	-8	-10	7	-36	-21
COc1ccc(NC(=O)CN(C)C(=O)c2cc(S(=O)(=O)N3CCCCCC3)ccc2OC)cc1	0.3	-3	3	0	2	3	-1	-5	6
C=CCn1c2ccccc2c2nnc(SCC(N)=O)nc21	1.4	1	2	-1	-22	4	20	0	8
CCCCN(C(=O)c1cccs1)c1c(N)n(Cc2ccccc2)c(=O)[nH]c1=O	nt	6	nt	nt	nt	2	-1	nt	10
Cc1c(NC(=O)C(C)Oc2ccccc2F)c(=O)n(-c2ccccc2)n1C (stereo unspecified)	-1.0	-2	2	-3	-5	-2	1	-1	1
COc1ccc(S(=O)(=O)N(C)Cc2ccc3c(c2)OCCO3)cc1	1.0	2	nt	1	nt	4	2	nt	-16
Cc1ccc(-c2nc(Nc3ccc(O)cc3)c3ccccc3n2)cc1	9.2	-2	-10	-5	3	-5	54*	-1	0
COC(=O)CSc1nc(NC(C)C)nc(N(C)C)n1	-0.6	-3	16	-1	-2	1	16	0	4
CCCc1[nH]nc2c1C(/C(C)=C/c1ccccc1)C(C#N)=C(N)O2 (stereo unspecified)	0.1	4	-1	0	-1	9	0	-3	0
O=C(/C=C/c1ccccc1)Nc1ccc2c(c1)OCCO2	1.6	2	1	1	-4	-1	-6	-3	7
O=C(NC1CCCC1)C(c1ccc(Cl)cc1)N(C(=O)c1csnn1)C1CC1 (stereo unspecified)	1.2	-2	-2	-1	-3	-5	-1	-1	-9
Cc1ccc(C)c(S(=O)(=O)N2CCN(C(=O)c3sccc3C)CC2)c1	0.6	-2	0	-1	5	14	-1	-2	9
CCc1ccc(CN2CCC(n3nccc3NC(=O)c3ccccc3)CC2)o1	-1.0	0	3	9	-16	-12	3	-4	-14
COC(=O)C(NC(C)=O)(Nc1sc2c(c1C(N)=O)CCCC2)C(F)(F)F (stereo unspecified)	3.0	1	0	0	-7	12	-4	2	6
CC(=O)Nc1ccc(S(=O)(=O)N2CCN(CCC#N)CC2)cc1	-0.1	-2	-2	-3	0	-5	-1	-2	15
Cc1nnc(SC(C)C(=O)Nc2ncc(Cl)cc2Cl)n1Cc1ccccc1 (stereo unspecified)	-0.2	-10	4	-1	1	2	1	-1	0
Cc1ccc(-c2nnn(CC(=O)N(Cc3ccco3)C(C(=O)NC(C)(C)C)c3ccncc3)n2)o1 (stereo unspecified)	2.7	8	-2	-6	-4	4	1	2	-4
O=C(CCCn1c(=O)[nH]c2cc(Cl)ccc2c1=O)NCCCN1CCCC1=O	0.2	-3	4	-5	0	4	1	-3	-1
Cc1cc2c(cc1C)[n+](C)cn2CC(O)COCc1ccccc1 (stereo unspecified)	2.2	4	-1	1	1	0	0	3	-18
O=C(N/N=C/C=C/c1cccc([N+](=O)[O-])c1)C(O)c1ccccc1 (stereo unspecified)	-1.8	1	6	-5	2	6	1	0	6
Cc1nc2ccccc2n1CC(=O)OCC(=O)NCc1ccccc1	2.6	-3	5	0	-3	-3	4	1	8
Cc1ccc(S(=O)(=O)N(C)C)cc1NC(=O)C(C)NC(C)c1cccs1 (stereo unspecified)	-2.8	-5	-7	6	-6	-4	1	-2	-9
O=C(N/N=C/c1cccc(O)c1)c1ccc(COc2ccccc2Br)cc1	2.0	-63	0	0	17	8	30	1	-2
Cc1nnc2sc(SCc3ccc(Br)cc3)nn2c1=O	-0.9	-2	0	-3	-1	0	-1	0	1
COc1ccc(-c2c(C)c3ccc(O)cc3oc2=O)cc1	-1.0	6	2	1	3	20	0	-2	24
Cc1ccc(S(=O)(=O)N(C)C)cc1-n1c(SCC(=O)Nc2ccc(F)cc2Cl)nc2ccccc2c1=O	1.0	1	3	1	18	3	11	2	13
Cc1cc(NC(=O)CN2C(=O)NC(C)(CC(C)C)C2=O)no1 (stereo unspecified)	nt	7	nt	nt	nt	3	-2	nt	13
O=C(Nc1ccccc1)c1ccccc1NC(=O)C1CCCCC1	2.3	-3	0	-1	8	-2	15	-2	-3
Cc1ccccc1SCC(=O)Nc1ccc(N2CCOCC2)cc1	-0.4	4	2	0	11	0	1	3	6
Cc1ccccc1NC(=O)Cc1nc(COC(=O)c2cccc(C)c2O)cs1	0.6	1	0	6	0	1	-1	-1	4
O=C(O)CSc1c2c(nc3cc(C(=O)N4CCCC4)ccc13)CCCC2	-1.4	-7	3	3	1	4	3	-1	9
COc1cc(OC)c(NC2c3ccccc3C(=O)N2c2cc(C)ccn2)cc1Cl (stereo unspecified)	-0.8	8	0	0	-6	3	3	1	2
CC(C)(C)OC(=O)N[C@@H](Cc1ccccc1)c1nnc(SCC(=O)O)o1	2.6	2	29*	7	0	14	-1	-3	-7
O=C(COc1ccc([N+](=O)[O-])cc1Cl)N1CCc2ccccc21	nt	-1	nt	nt	nt	5	15	nt	7
CCn1c(SCC(=O)Nc2cc(C)on2)nnc1-c1cccnc1	-0.1	1	3	0	0	0	7	1	-8
O=C1CC(N(Cc2ccc3c(c2)OCO3)C(=O)Nc2ccc(F)cc2)C(=O)N1c1ccccc1 (stereo unspecified)	-0.2	-6	1	-3	-4	4	0	-1	3
CC(OC(=O)c1nc(Cl)ccc1Cl)C(=O)Nc1ccccc1F (stereo unspecified)	0.6	4	-10	-3	-8	-10	6	-3	6
Cn1cc(C(=O)Nc2ccc3c(c2)CCC3)cn1	-2.4	-5	-3	1	-6	2	37	0	-3
CCOC(=O)c1[nH]c(C)c(C(=O)OCC(=O)NC(C)c2ccc(F)cc2)c1C (stereo unspecified)	0.7	-3	nt	7	nt	0	5	nt	-1
COc1ccc(-c2nn(-c3ccccc3)cc2CNC(=O)c2cccc([N+](=O)[O-])c2)cc1	2.7	-18	-1	0	10	-10	39	-2	7
CCOc1ccc2nc(SCC(=O)NCc3ccco3)sc2c1	-2.1	-6	6	0	8	3	9	-2	11
Next structures
SMILES	PP5 inh	PAFAH2 FP inh	Fh CTSL1 inh	PP1 counter	HCV core dimer	proCasp3 act	AHR activator	TPT1 inhibitor	proCasp7 act
CCCn1nnnc1-c1cc(Cl)cc(Cl)c1	-0.8	1	-1	2	-8	-8	0	1	8
O=C(COc1ccc(-n2cnnn2)cc1)Nc1cccc(Cl)c1Cl	1.3	3	-3	-1	28	-7	0	-6	0
CCOC(=O)c1cc2c(ccn2C)n1CC(=O)N(C)C	-3.8	7	3	-4	-3	-1	2	2	0
COc1c(C(C)C)cc(NC(C)=O)cc1C(C)C	3.6	3	-1	-2	-2	-7	-1	-2	5
COc1ccc(OCCCC(=O)Nc2ncn[nH]2)cc1	-2.5	2	1	2	2	5	6	0	-13
Cc1cc(C)c2nc(SCC(=O)N3CC(=O)Nc4ccccc43)c(C#N)cc2c1	0.4	-10	9	10	-38	-1	92*	17	-10
O=C1COc2ccc(C(=O)CSc3nc4ccccc4c(=O)n3-c3ccc(Cl)c(Cl)c3)cc2N1	0.1	-12	-3	-5	33	6	3	-2	0
O=C(Cn1cc([N+](=O)[O-])cn1)NCCc1c[nH]c2ccccc12	-0.3	-1	-5	3	-2	5	-1	2	6
S=C(NCCN1CCOCC1)Nc1cccc(Cl)c1	1.5	7	-1	-2	-9	-3	4	-1	9
CC(=O)C1=C(O)C(=O)N(Cc2ccccc2)C1c1cccs1 (stereo unspecified)	-2.0	6	3	4	23	5	-1	2	13
C=CCSC1=N/C(=C\C=C\c2ccco2)C(=O)S1	3.6	33*	-1	9	65*	-4	0	29*	-12
